Screens as filed in PubChem BioAssay.
OX1R antag-1 – blocks the human orexin 1 receptor; O43613; CHO/OX1R cells, Fluo-8 calcium fluorescence, orexin A; inhibition, % at 5 µM; 0.43% of 330,000 active; AID 434989;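 active means inhibition above its plate's threshold, mean inhibition of all tested compounds on the plate plus 3 SD, cut at about 37% in these data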;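 further: 0% = orexin A challenge wells and 100% = SB-334867-A antagonist wells; not every result past the cut was called active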
Target sequence (O43613 whole entry, looked up): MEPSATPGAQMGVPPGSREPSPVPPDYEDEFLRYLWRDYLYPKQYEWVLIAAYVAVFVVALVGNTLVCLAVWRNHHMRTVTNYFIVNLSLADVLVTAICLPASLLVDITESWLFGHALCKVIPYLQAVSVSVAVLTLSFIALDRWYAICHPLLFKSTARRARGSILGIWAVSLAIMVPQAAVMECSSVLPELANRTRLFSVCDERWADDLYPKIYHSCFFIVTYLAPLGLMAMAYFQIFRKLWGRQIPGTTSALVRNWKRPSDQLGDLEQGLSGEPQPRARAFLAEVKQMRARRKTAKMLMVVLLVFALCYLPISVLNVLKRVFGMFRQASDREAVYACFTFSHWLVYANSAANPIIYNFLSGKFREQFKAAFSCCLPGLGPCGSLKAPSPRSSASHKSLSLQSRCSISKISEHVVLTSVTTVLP
OX1R antag-2 – OX1R (human) antagonism; O43613; OX1R-expressing cells, FRET antagonist read-out; inhibition, % at 6.6 µM; 1.8% of 330,000 active; AID 485270; in the data active means inhibition mostly above about 38%, no sharp cut-off; inactive means mostly below about 40%;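 further: 0% = agonist challenge alone and 100% = reference antagonist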
CHT PAM – human CHT allosteric activation | Q9GZV3 | B-score at 10 µM | CHT-expressing cells, membrane potential dye, choline EC20; stronger effect = higher value; LV-AA mutant CHT in HEK293 cells | 0.49% of 310,000 active;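 active means initial fluorescence not abnormally high and integrated response B-score, plate-corrected, over 3 SD above library mean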
Target sequence (Q9GZV3 whole entry, looked up): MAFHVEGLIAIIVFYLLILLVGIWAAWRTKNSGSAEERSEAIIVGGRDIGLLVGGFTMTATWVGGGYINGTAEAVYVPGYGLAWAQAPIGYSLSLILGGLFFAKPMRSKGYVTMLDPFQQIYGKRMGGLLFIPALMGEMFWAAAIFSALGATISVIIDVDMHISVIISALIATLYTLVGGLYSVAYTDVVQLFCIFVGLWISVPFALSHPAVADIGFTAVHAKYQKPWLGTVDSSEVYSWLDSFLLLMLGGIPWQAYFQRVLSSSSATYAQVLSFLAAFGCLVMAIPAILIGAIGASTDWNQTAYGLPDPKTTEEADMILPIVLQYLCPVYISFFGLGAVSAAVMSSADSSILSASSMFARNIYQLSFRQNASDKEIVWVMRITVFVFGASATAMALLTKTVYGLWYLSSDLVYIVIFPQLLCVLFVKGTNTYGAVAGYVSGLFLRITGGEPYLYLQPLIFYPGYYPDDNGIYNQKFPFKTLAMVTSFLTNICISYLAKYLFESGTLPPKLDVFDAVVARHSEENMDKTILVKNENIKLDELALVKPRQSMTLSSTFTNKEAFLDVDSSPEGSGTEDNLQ
Starred values were filed as active, the others as inactive; i = inactive; x = no result given. Hits appear at their usual frequency, and some 2.5% of all compounds hit somewhere here.

Values run as follows: OX1R antag-1, OX1R antag-2, CHT PAM
> CC(O)CCc1ccc(O)cc1 (centres undefined)
→ -7.8, -2.3, i
> Cc1ccc(S(=O)(=O)c2c[nH]c3cc4c(cc3c2=O)OCO4)cc1
→ -7.2, 20.2, i
> Cc1nn(C)cc1/C=N/NC(=S)Nc1ccccc1
→ -29.4, 9.0, i
> COc1cccc(-n2c(SCC(=O)OC(C)C)nnc2-c2cccnc2)c1
→ 1.5, 3.8, i
> CCOC(=O)[C@H]1[C@H]2COc3cc(OC)ccc3[C@@H]2N2C(=O)CN(Cc3ccc(C)cc3)C(=O)[C@@]12C
→ -19.2, 9.4, x
> Fc1ccc(Nc2nc(Oc3ccccc3F)nc(N3CCCC3)n2)cc1
→ -2.4, 8.5, i
> COC(=O)Cn1c(=O)oc2ccc(C)cc21
→ 0.1, 8.0, i
> C/C(Cc1ccccc1)=N\NC(=O)CNC(=O)c1ccc(Cl)cc1
→ -12.7, 4.7, i
> CCOC(=O)c1sc(N(Cc2ccccc2)C(=O)COC(=O)c2ccc(O)cc2)nc1C
→ -21.4, 18.2, i
> COc1ccc(-c2ccc(=O)n(Cc3cccc(Cl)c3)n2)cc1
→ 5.3, 27.8, i
> CCSc1nn2c(=O)c3ccccc3nc2s1
→ -6.1, 3.3, i
> CCCCC(CC)C(=O)Nc1cc(C(=O)NCCC)ccc1N1CCC2(CC1)CC(c1cccc(Br)c1)=NO2 (centres undefined)
→ -27.6, 28.4, i
> CCC(=O)N1CCc2cc(S(=O)(=O)N3CCN(c4ccccc4Cl)CC3)ccc21
→ 5.0, 11.7, i
> O=S(=O)(c1cc(C(F)(F)F)ccc1Cl)N1CCN(c2ccccn2)CC1
→ -29.9, 23.0, i
> CCc1nc2c(sc3nc4c(cc32)COC(C)(C)C4)c(=O)n1Cc1ccccc1
→ -10.9, 8.3, i
> CC(=O)N1CCN(S(=O)(=O)c2cccc(C(=O)NNC(=O)COc3ccc(Cl)cc3C)c2)CC1
→ -8.2, 11.1, i
> CC1Nc2ncnc(N3CCOCC3)c2N(Cc2ccc(Cl)cc2)C1=O (centres undefined)
→ -26.4, -1.7, i
> O=S1(=O)N=C2CCCCCN2C(c2ccccc2)N1 (centres undefined)
→ -1.5, 5.1, i
> COc1ccc(OC)c(NC(=O)N2CCCC(C(=O)c3ccccc3OC)C2)c1 (centres undefined)
→ -23.1, 10.5, i
> COc1cccc(-c2cc(C(=O)Nc3ccc(N(C)C(C)=O)cc3)c3cc(Br)ccc3n2)c1
→ -16.0, 12.7, i

Values run as follows: OX1R antag-1, OX1R antag-2, CHT PAM
> NS(=O)(=O)c1ccc(NC=C2C(=O)OC3(CCCCC3)OC2=O)cc1
→ -7.8, 23.3, i
> Clc1ccc(CNC2CCCC2)cc1
→ -12.9, 14.2, i
> Cc1nc2ccccc2c(=O)n1CCc1ccccc1
→ -12.1, 32.6, i
> O=C(C1CCC1)N1CCc2cc(S(=O)(=O)NCC3COc4ccccc4O3)ccc21 (centres undefined)
→ -15.4, 30.2, i
> O=C(CCNC(=O)c1ccccc1)Oc1ccc([N+](=O)[O-])cc1
→ 1.9, 13.2, i
> COc1cc([N+](=O)[O-])ccc1-c1ccc(/C=N/NC(N)=O)o1
→ 1.0, 13.8, i
> Cc1ccc(CSCC(=O)N(C)CC(=O)Nc2c(Cl)cccc2Cl)cc1
→ -18.2, 18.1, i
> CC(OC(=O)C1CCN(S(=O)(=O)c2ccc(F)cc2)CC1)C(=O)NC1CCCCC1C (centres undefined)
→ -38.9, 13.5, i
> NC(=O)c1ccc(Oc2ccc(-c3nnco3)cc2)c([N+](=O)[O-])c1
→ -11.2, 33.0, i
> COCCC(=O)N1CCC(Oc2ccc(C(=O)NCc3nccn3C)cc2)CC1
→ -11.2, 18.3, i
> COc1ccccc1NC(=O)C(=O)NNC(=O)COc1ccc2ccccc2c1
→ -13.4, 16.7, i
> CCc1cccc(C)c1N(C(=O)Cn1c(CO)nc2ccccc21)C(C)COC (centres undefined)
→ -21.3, 36.4, i
> O=C(O)C1CC=CCC1C(=O)N1CCN(c2nc(-c3ccccc3)c3ccccc3n2)CC1 (centres undefined)
→ -24.4, 13.8, i
> O=[N+]([O-])c1ccc(N2CCN(Cc3ccc4c(c3)OCO4)CC2)nc1
→ -19.5, 27.4, i
> Cc1cccc(/C=C2\Sc3ccc(C(=O)N4CCC(C)CC4)cc3N(C)C2=O)c1
→ -25.7, 15.0, i
> O=C(Nc1cccnc1)c1ccc(F)c(S(=O)(=O)N2CCOCC2)c1
→ -8.9, 4.8, i
> COC(=O)c1scc(C)c1NC(=O)Nc1ccccc1
→ -11.9, 16.0, i
> COC(=O)c1ccc(S(=O)(=O)N2C3CCC2CC(NC(=O)C2CC2)C3)cc1 (centres undefined)
→ 8.1, -4.2, i
> Cc1cccc(NC(=S)NNC(=O)CC(C)O)c1C (centres undefined)
→ -6.6, 11.3, i
> CCOC(=O)C1C(c2ccccc2)C(C(=O)OCC)S(=O)(=O)C(CCN(CC)CC)S1(=O)=O (centres undefined)
→ -27.5, 10.5, i

Values run as follows: OX1R antag-1, OX1R antag-2, CHT PAM
> COc1cc(C(=O)N(C)C2CCCCC2)ccc1OC1CCN(C(C)=O)CC1
→ -16.9, -4.4, i
> O=C(O)CC(c1ccc(C(F)(F)F)cc1)N1Cc2ccccc2C1=O (centres undefined)
→ -20.3, 13.0, i
> CN(C)C(CNC(=O)CCc1nc2sc3c(c2c(=O)[nH]1)CCCC3)c1ccccc1 (centres undefined)
→ -19.5, 11.2, i
> COc1ccc(C)cc1-n1c(N)c(C#N)c(C#N)c1-c1ccc(OC)c(OC)c1OC
→ -21.5, 11.9, i
> O=C(c1cccc(C(F)(F)F)c1)N1CCN(CCc2ccccc2)CC1
→ -54.5, 10.5, i
> Cc1ccc(O)c(NC(=O)c2cc(-c3ccccc3)on2)c1
→ 3.8, 36.2, i
> CCc1ccc(NC(=O)Cc2ccc(NC3=NC4CS(=O)(=O)CC4S3)cc2)cc1 (centres undefined)
→ 4.2, 8.8, i
> C#CCOc1nc(OCC#C)nc(OCC#C)n1
→ -8.1, 8.7, i
> O=[N+]([O-])c1ccc(C=Nc2ccc(Cl)cc2Cl)s1
→ -9.8, 15.7, i
> O=C(CSc1nnnn1C1CC1)N1CCN(c2ccc(O)cc2)CC1
→ -5.8, -0.8, x
> Cc1ccc(NS(=O)(=O)c2ccc3c(c2)n(C)c(=O)n3C)cc1
→ -23.2, 4.8, i
> CCc1c(C)nc2c(-c3ccccc3)c(-c3ccccc3)[nH]n2c1=O
→ 6.6, -9.3, i
> Cc1ccc(CNC(=O)Cc2noc3ccccc23)cc1
→ -9.5, 26.1, i
> C=CCN(Cc1cccc(OC)c1OC)S(=O)(=O)N(C)C
→ -8.0, 7.2, i
> O=C(CCc1ccc(S(=O)(=O)N2CCOCC2)cc1)Nc1nccs1
→ -1.6, 13.4, i
> O=C(COC(=O)c1c(Cl)cccc1Cl)Nc1cc(Cl)ccc1Oc1ccccc1
→ -15.8, 14.9, i
> CC(=O)N1CCN(c2ccc(NC(=O)c3ccc4c(c3)OCCO4)cc2Cl)CC1
→ -29.4, 0.1, i
> Cc1cccc(C)c1N(Cc1ccccc1F)S(C)(=O)=O
→ 5.5, 27.8, i
> CC(C)Oc1ccc(C(CC(=O)O)n2cnnn2)cc1 (centres undefined)
→ -1.2, 14.3, i
> COCCNC(=S)N(Cc1cc2cc(C)ccc2n2nnnc12)C1CCCC1
→ -26.5, 13.8, i

Values run as follows: OX1R antag-1, OX1R antag-2, CHT PAM
> NS(=O)(=O)c1ccc(CNC(=O)/C=C/c2ccco2)cc1
→ 10.8, 25.8, i
> Cc1ccc(NC(=O)CS(=O)CC(=O)NCC2CCCO2)cc1 (centres undefined)
→ -18.6, 5.4, i
> COCCn1c(-c2ccc(Cl)cc2)nc2c(c(=O)c3ccccc3n2C)c1=O
→ -9.3, 1.6, i
> COc1ccccc1-c1noc(-c2ccccc2C(=O)NCC2CCCO2)n1 (centres undefined)
→ -12.6, 19.9, i
> CN1C(=O)CC(c2cn(Cc3ccccc3)c3ccccc23)C1=O (centres undefined)
→ -12.1, 8.5, i
> CN(C(=O)CSc1n[nH]c(=O)[nH]c1=O)c1ccccc1
→ 5.1, 0.3, x
> O=S(=O)(Nc1ccc(O)c2ccccc12)c1ccc(OC(F)(F)F)cc1
→ -15.7, 35.0, i
> COc1cccc(-n2c(SCC(=O)NCc3cccs3)nc3ccccc3c2=O)c1
→ -18.3, 15.9, i
> CN(CCc1ccccn1)C(=S)Nc1cccc(S(=O)(=O)N(C)C)c1
→ -10.2, -0.5, i
> COc1ccc(-n2c(=O)c3c4c(sc3n3cnnc23)CC(C)CC4)cc1 (centres undefined)
→ -18.1, 10.9, i
> CC(=O)N1CCC2(CC1)C/C(=N\NC(=S)Nc1ccc(C)cc1)c1cc(O)ccc1O2
→ -24.9, 10.3, i
> C/C(=N\NC(=S)NC1CCCCC1)c1ccc(OC(F)F)cc1OC(F)F
→ 28.0, 37.2, i
> CCOC(=O)c1ccc(NC(=S)N2CCN(CCNC3=CC(=O)CC(C)(C)C3)CC2)cc1
→ -19.9, 12.8, i
> COc1ccc(NC(=O)c2ccc(-n3cccn3)nc2)c(OC)c1
→ -19.3, 2.6, i
> O=C(NC(=S)NCCSc1ccccc1)c1cccnc1
→ -19.7, 6.9, i
> CCOC(=O)C1CCCN(C(=O)c2ccc(Cn3c(=S)[nH]c4cc(C(=O)OC)ccc4c3=O)cc2)C1 (centres undefined)
→ -20.1, 10.9, i
> COc1ccc(NS(=O)(=O)c2cccc(NC(=O)c3ccc(S(=O)(=O)N4CCCCCC4)cc3)c2)cc1
→ 36.0, 39.0, i
> COc1ccc(C(=O)c2coc3ccc(O)cc23)cc1
→ -11.2, -6.2, i
> CC(C)(C)NC(=O)c1ccccc1NC(=O)C1CCCO1 (centres undefined)
→ -0.9, 5.9, i
> FC(F)(F)c1ccccc1/C=N/n1c(C2CCCCC2)n[nH]c1=S
→ -19.1, 16.1, i

Reformatted as a markdown table: five of the compounds above.
| SMILES | OX1R antag-1 | OX1R antag-2 | CHT PAM |
| --- | --- | --- | --- |
| CC(C)(C)NC(=O)c1ccccc1NC(=O)C1CCCO1 (centres undefined) | -0.9 | 5.9 | i |
| CN(CCc1ccccn1)C(=S)Nc1cccc(S(=O)(=O)N(C)C)c1 | -10.2 | -0.5 | i |
| COc1ccc(C(=O)c2coc3ccc(O)cc23)cc1 | -11.2 | -6.2 | i |
| COc1ccc(NS(=O)(=O)c2cccc(NC(=O)c3ccc(S(=O)(=O)N4CCCCCC4)cc3)c2)cc1 | 36.0 | 39.0 | i |
| CN(C(=O)CSc1n[nH]c(=O)[nH]c1=O)c1ccccc1 | 5.1 | 0.3 | x |

(next part)
Values run as follows: OX1R antag-1, OX1R antag-2, CHT PAM
> C=CCNS(=O)(=O)c1ccc(OCC(=O)OC)cc1
→ 15.1, -2.2, i
> CCOc1ccc(CCNC(=O)COC(=O)/C=C/c2ccc(OC)c(OC)c2)cc1OCC
→ -23.3, 6.9, i
> COc1ccc(N2CCN(C(=O)CCCn3c(=O)[nH]c4ccsc4c3=O)CC2)cc1
→ -5.8, 1.8, i
> CCOc1cc(/C=N\NC(=O)CN2CCOCC2)ccc1OCc1ccc(F)cc1
→ -15.3, 3.9, i
> O=C(Nc1c(F)cc(F)cc1Br)c1cc(-c2ccco2)on1
→ -16.8, 2.3, i
> Cc1cccc(OCc2nnc3n2CCCCC3)c1
→ 0.0, 5.7, i
> COc1ccc(S(=O)(=O)N2Cc3ccccc3CC2C(=O)N2CCOCC2)cc1OC (centres undefined)
→ -20.5, 24.2, i
> CC(=O)N1C(=O)N(C(C)=O)C2C1N(C(C)=O)C(=O)N2C(C)=O (centres undefined)
→ 0.6, 7.7, i
> COc1cccc(NC(=S)N(C)C2CCN(C)CC2)c1
→ -1.0, 6.7, i
> O=C(Nc1ccccc1Cl)Nc1ccccc1Cl
→ -29.1, 14.0, i
> CCCN1CCN(C(=O)C2CCN(c3nnc(C)c4c(C)n(-c5ccc(C)cc5)nc34)CC2)CC1
→ -10.9, 10.4, i
> O=C(CSc1ncnc2c1nnn2Cc1ccc(F)cc1)NC1CCCC1
→ -13.1, 0.2, i
> Nc1nc(-c2ccccc2)c(-c2ccc([N+](=O)[O-])cc2)s1
→ 4.5, 27.1, i
> COC(=O)c1sccc1NC(=O)c1cccc(OC)c1
→ -8.8, 50.7, i
> Cc1ccc(-c2nnc(-c3ccccc3S(=O)(=O)Cc3ccc(Cl)cc3)o2)cc1
→ -41.1, 29.1, i
> COc1cccc(/C=N/NC(=O)c2cc(C34CC5CC(CC(C5)C3)C4)[nH]n2)c1
→ -10.6, 29.1, i
> COc1ccccc1N(C)S(=O)(=O)c1ccc(C(=O)N(C)Cc2ccc(Cl)s2)cc1
→ -9.9, 11.7, x
> CCc1ccc2nc(SCC(=O)NCC3CCCO3)c(C#N)cc2c1 (centres undefined)
→ -43.6, 22.5, i
> CC(=O)N(Cc1cccnc1)Cc1cc2ccccc2[nH]c1=O
→ -10.3, 8.3, i
> COc1ccc(CC(=O)Nc2c(C(=O)N3CCN(c4ccccc4)CC3)oc3ccccc23)cc1OC
→ -6.1, 2.7, i
> Cc1occc1C(=O)Nc1cccc([N+](=O)[O-])c1C
→ -9.4, 16.6, i
> O=C(NCCNC1CCN(Cc2ccccc2)CC1)c1cccs1
→ -20.2, 10.7, i
> O=C(COc1ccc(Br)cc1CO)N1CCCc2ccccc21
→ -15.5, 3.6, i
